Source: PubChem (Sanford-Burnham Center for Chemical Genomics)
HKDC1 inh = blocks human hexokinase HKDC1 activity | 340,000 tested, 0.16% active | inhibition, % at 20 µM | recombinant HKDC1, G6PDH/diaphorase resazurin coupled fluorescence | Q2TB90 | AID 493160;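 active = inhibition above about 35% when tested at 20 µM, limit read from the data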;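 note: plate controls were DMSO wells with enzyme for no effect and DMSO wells lacking enzyme for full effect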
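Test system: recombinant HKDC1 (HK5) hexokinase enzyme, produced in-house; Amount: enzyme 5 µg/mL final; Buffer or medium: Tris pH 8.0 buffer with MgCl2, Tween-20, BSA, BME; Reagent: glucose and ATP substrates; Doses: 20 µM test compound, 1% DMSO; Incubation: 90 min reaction incubation at room temperature, dark; Detection: resorufin fluorescence at 613 nm.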
PfGluPho inh = PfG6PD (Plasmodium falciparum) enzyme inhibition; PfGluPho enzyme, NADPH resazurin-diaphorase fluorescence; inhibition, % at 20 µM; 350,000 tested, 0.78% active;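 active = inhibition reaching at least a set limit at 20 µM in the primary screen, cut at about 59% in these data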;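 note: 0% = DMSO wells with substrate and 100% = DMSO wells lacking glucose-6-phosphate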
hIAP act = human IAP activation | P09923 | purified human IAP, CDP-Star luminescence, 30 min; active compounds read high; 1 = vehicle-only enzyme, 0 = enzyme-free background | activation factor at 10 µM | 330,000 tested, 0.16% active;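 active = activation factor of the enzyme at least 2-fold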; note: the source names both 10 and 20 µM as test concentration; values of inactives mirror those of a sister screen read the other way
ATG4B inhibitor = inhibitors of human ATG4B cysteine protease | inhibition, % at 8.33 µM | 340,000 tested, 0.51% active | Q9Y4P1 | ATG4B cleavage of LC3-PLA2, NBD-HPC fluorescence, 1 h; in the data active = inhibition above about 40%
Target sequence (Q9Y4P1 whole entry, looked up): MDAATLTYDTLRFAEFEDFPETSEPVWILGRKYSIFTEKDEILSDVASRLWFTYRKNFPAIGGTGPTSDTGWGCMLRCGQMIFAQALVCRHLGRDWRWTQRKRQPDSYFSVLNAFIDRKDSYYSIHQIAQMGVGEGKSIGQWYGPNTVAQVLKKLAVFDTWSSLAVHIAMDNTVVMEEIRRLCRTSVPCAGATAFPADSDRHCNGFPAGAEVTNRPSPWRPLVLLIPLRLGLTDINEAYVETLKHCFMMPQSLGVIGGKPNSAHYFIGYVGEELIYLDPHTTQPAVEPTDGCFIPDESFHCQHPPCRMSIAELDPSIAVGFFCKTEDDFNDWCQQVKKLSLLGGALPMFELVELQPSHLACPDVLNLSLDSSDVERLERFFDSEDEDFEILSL
mIAP activ = mouse IAP activation | muIAP, CDP-Star luminescence, 30 min; active compounds read high; 1 = vehicle-only enzyme signal, 0 = enzyme-free wells | activation factor at 10 µM | 330,000 tested, 0.24% active;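 active = activation factor of at least 2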; note: the source names both 10 and 20 µM as test concentration; values of inactives mirror those of a sister screen read the other way
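Assay system: mouse IAP enzyme; Reagent: CDP-Star chemiluminescent phosphatase substrate; Compound: DMSO-dissolved test compounds; Incubation: 30 min, room temperature; Technique: luminescence from enzymatic CDP-Star hydrolysis; Controls: DMSO-only wells and no-enzyme negative control.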
mIAP block = blocks mouse intestinal alkaline phosphatase. purified mouse IAP, CDP-Star luminescence, 30 min. inhibition, % at 10 µM. 330,000 tested, 0.2% active;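 active = inhibition of at least 40% at 10 µM in the primary screen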;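 note: plate controls were DMSO with enzyme for no effect and no enzyme wells for full effect; values of inactives mirror those of a sister screen read the other way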
A3A deaminase = inhibitors of human APOBEC3A DNA deaminase; 330,000 tested, 0.41% active; AID 493011; recombinant A3A, FAM/TAMRA ssDNA deamination fluorescence; inhibition, % at 20 µM; P31941;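 active = at least 40% inhibition at 20 µM here, with at most 30% in a related deaminase screen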;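 note: plate controls were A3A with DMSO for no effect and wells lacking A3A enzyme for full effect; some results filed as inactive read as strong as hits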
Target sequence (P31941 whole entry, looked up): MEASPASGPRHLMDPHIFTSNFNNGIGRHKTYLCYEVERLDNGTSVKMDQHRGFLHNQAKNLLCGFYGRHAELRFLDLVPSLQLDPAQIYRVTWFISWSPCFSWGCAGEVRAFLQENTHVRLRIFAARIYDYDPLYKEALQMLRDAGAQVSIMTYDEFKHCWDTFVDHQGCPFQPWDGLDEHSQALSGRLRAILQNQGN
hIAP block = human IAP inhibition; purified IAP, CDP-Star luminescence, 30 min; P09923; inhibition, % at 10 µM; 330,000 tested, 0.12% active;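 active = inhibition reaching a set limit with compound at 10 µM in the primary screen, cut at about 35% in these data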;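 note: plate controls were DMSO wells with enzyme for no effect and no-enzyme buffer wells for full effect; values of inactives mirror those of a sister screen read the other way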
An asterisk follows results filed as active.

Screening Cc1ccc(C(=O)NCC(=O)OCC(=O)N(CC(C)C)c2c(N)n(Cc3ccccc3)c(=O)[nH]c2=O)cc1 returned HKDC1 inh -1.0, PfGluPho inh 0.3, hIAP act 0.936, ATG4B inhibitor 3.6, mIAP activ 1.09, mIAP block -8.6, A3A deaminase 12.3 and hIAP block 6.4.
For CC(C)(C)c1ccc(/C=C2/SC(N3CCCC3)=NC2=O)cc1 the results were HKDC1 inh 9.4, PfGluPho inh 9.3, hIAP act 0.837, ATG4B inhibitor -2.1, mIAP activ 0.86, mIAP block 14.0, A3A deaminase -4.0 and hIAP block 16.3.
For O=C(Cn1nnc(-c2cccs2)n1)NCc1ccccc1 the results were HKDC1 inh -6.7, PfGluPho inh -2.1, hIAP act 0.911, ATG4B inhibitor 1.7, mIAP activ 0.955, mIAP block 4.5, A3A deaminase -1.7 and hIAP block 8.9.
For O=c1c2ccccc2ncn1CCOc1ccccc1[N+](=O)[O-] the results were HKDC1 inh -12.0, PfGluPho inh 12.7, hIAP act 0.938, ATG4B inhibitor -0.9, mIAP activ 0.859, mIAP block 14.1, A3A deaminase 2.4 and hIAP block 6.2.
`NC(=O)c1ccc(NC(=O)CCC(=O)c2cccs2)cc1` gave HKDC1 inh -4.4, PfGluPho inh -3.3, hIAP act 0.775, ATG4B inhibitor 2.4, mIAP activ 0.966, mIAP block 3.4, A3A deaminase 16.5 and hIAP block 22.5.
O=C(Cc1cccs1)Nc1cccc(C(=O)Nc2ccc(C(=O)O)cc2)c1 was read as HKDC1 inh -7.6, PfGluPho inh 0.1, hIAP act 0.996, ATG4B inhibitor -4.0, mIAP activ 1, mIAP block -0.5, A3A deaminase 2.1 and hIAP block 0.4.
O=C(COc1ccc([N+](=O)[O-])cc1)N(Cc1ccccc1)Cc1ccccc1 was read as HKDC1 inh -2.7, PfGluPho inh -5.7, hIAP act 0.993, ATG4B inhibitor 6.0, mIAP activ 1, mIAP block -0.1, A3A deaminase 4.5 and hIAP block 0.7.
COc1ccc2[nH]c3c(c2c1)CCN1C(=O)C(CC(=O)NCc2cccc(C(F)(F)F)c2)C[C@H](C(=O)N(C(C)C)C(C)C)[C@@]31C (stereo not given in full) was read as HKDC1 inh 5.0, PfGluPho inh 35.4, ATG4B inhibitor 5.5, mIAP activ 1.2, mIAP block -20.4 and A3A deaminase 2.8.
Screening Cc1cc(=O)oc2cc(OCC(O)Cn3ccnc3)ccc12 (stereo not given) returned HKDC1 inh 5.5, PfGluPho inh -6.2, hIAP act 1.05, ATG4B inhibitor 6.8, mIAP activ 0.992, mIAP block 0.8, A3A deaminase -4.0 and hIAP block -5.2.
Screening CC(Sc1nc(-c2ccccc2)cc(C(F)(F)F)n1)C(=O)N1CCCCC1 (stereo not given) returned HKDC1 inh 5.8, PfGluPho inh -11.8, hIAP act 0.952, ATG4B inhibitor -0.1, mIAP activ 0.894, mIAP block 10.6, A3A deaminase 0.8 and hIAP block 4.8.
For COc1ccc(C(=O)n2cnnc2N)cc1 the results were HKDC1 inh 5.2, PfGluPho inh 7.7, hIAP act 0.911, ATG4B inhibitor -9.9, mIAP activ 1.04, mIAP block -3.9, A3A deaminase 1.2 and hIAP block 8.9.
Cc1cc(C(=O)N2CCCC(Nc3ccc(F)cc3)C2)c(C)o1 (stereo not given) was read as HKDC1 inh -2.7, PfGluPho inh 2.9, hIAP act 1.1, ATG4B inhibitor 2.3, mIAP activ 0.919, mIAP block 8.1, A3A deaminase -2.5 and hIAP block -10.0.
CC(=O)N1CCN=C1SCc1ccccc1 was read as HKDC1 inh 1.8, PfGluPho inh -7.8, hIAP act 0.906, ATG4B inhibitor 8.9, mIAP activ 1.05, mIAP block -4.6, A3A deaminase -1.3 and hIAP block 9.4.
CCOC(=O)c1cc(NC(=O)c2cnccn2)cc(C(=O)OCC)c1 was read as HKDC1 inh -11.9, PfGluPho inh 8.6, hIAP act 0.844, ATG4B inhibitor 13.8, mIAP activ 0.898, mIAP block 10.2, A3A deaminase 2.3 and hIAP block 15.6.
For OCCNc1nc(N2CCCCC2)nc2ccccc12 the results were HKDC1 inh -6.6, PfGluPho inh -8.0, hIAP act 1.16, ATG4B inhibitor 2.6, mIAP activ 1.06, mIAP block -6.5, A3A deaminase -1.1 and hIAP block -16.1.
For CCOCCCNC(=O)C(NC(=O)CNC(C)=O)c1ccc(C)cc1 (stereo not given) the results were HKDC1 inh -2.2, PfGluPho inh -11.3, hIAP act 1.16, ATG4B inhibitor -5.5, mIAP activ 0.935, mIAP block 6.5, A3A deaminase -5.9 and hIAP block -15.5.
Screening CCN1CCN(Cc2ccc(NC(=O)CC3Oc4ccc(C)cc4NC3=O)cc2)CC1 (stereo not given) returned HKDC1 inh -4.9, PfGluPho inh 1.2, hIAP act 0.868, ATG4B inhibitor 0.3, mIAP activ 0.938, mIAP block 6.2, A3A deaminase -4.5 and hIAP block 13.2.
Screening O=C(NC1CCCC1)C(c1ccc(Cl)cc1)N1CCc2ccccc21 (stereo not given) returned HKDC1 inh -2.9, PfGluPho inh 11.0, hIAP act 0.916, ATG4B inhibitor -2.4, mIAP activ 0.972, mIAP block 2.8, A3A deaminase -1.5 and hIAP block 8.4.
For Cn1c(/C=C/c2ccc(Br)cc2)c([N+](=O)[O-])c(=O)n(C)c1=O the results were HKDC1 inh 15.6, PfGluPho inh -4.6, hIAP act 0.989, ATG4B inhibitor 4.0, mIAP activ 1.01, mIAP block -0.9, A3A deaminase 1.0 and hIAP block 1.1.
For COc1cccc(-c2ncc3ccccc3c2COC(=O)N2CCCCC2)c1 the results were HKDC1 inh 1.3, PfGluPho inh -28.8, hIAP act 0.91, ATG4B inhibitor 0.2, mIAP activ 1.05, mIAP block -5.5, A3A deaminase -2.4 and hIAP block 9.0.
`C=CC[C@@H](Cc1ccc(F)cc1)C(=O)OC[C@@H]1CCCN1C(=O)[C@H](CC=C)CC(=O)NCCO` gave HKDC1 inh -6.1, PfGluPho inh -21.6, hIAP act 0.902, ATG4B inhibitor 8.3, mIAP activ 0.921, mIAP block 7.9, A3A deaminase 0.3 and hIAP block 9.8.
For CC(O)CNCc1ccccc1C(F)(F)F (stereo not given) the results were HKDC1 inh -0.3, PfGluPho inh -5.0, hIAP act 1.03, ATG4B inhibitor -2.7, mIAP activ 0.997, mIAP block 0.3, A3A deaminase 1.9 and hIAP block -2.7.
`COCCCN(C(=O)CSCc1ccc(C)cc1)c1c(N)n(Cc2ccccc2)c(=O)[nH]c1=O` gave HKDC1 inh -0.1, PfGluPho inh -7.8, hIAP act 1.09, ATG4B inhibitor 4.2, mIAP activ 1, mIAP block -0.3, A3A deaminase -1.7 and hIAP block -9.4.
For CC1(C)OC(=O)C(=Cc2ccc(-c3ccc(S(N)(=O)=O)cc3)o2)C(=O)O1 the results were HKDC1 inh 2.2, PfGluPho inh 48.7, hIAP act 0.987, ATG4B inhibitor -5.7, mIAP activ 0.361, mIAP block 63.9*, A3A deaminase 18.0 and hIAP block 1.3.

Ordered by length of the SMILES (lowest first): some entries from above.
For COc1ccc(C(=O)n2cnnc2N)cc1 the results were HKDC1 inh 5.2, PfGluPho inh 7.7, hIAP act 0.911, ATG4B inhibitor -9.9, mIAP activ 1.04, mIAP block -3.9, A3A deaminase 1.2 and hIAP block 8.9.
For O=C(Cn1nnc(-c2cccs2)n1)NCc1ccccc1 the results were HKDC1 inh -6.7, PfGluPho inh -2.1, hIAP act 0.911, ATG4B inhibitor 1.7, mIAP activ 0.955, mIAP block 4.5, A3A deaminase -1.7 and hIAP block 8.9.
For CCOCCCNC(=O)C(NC(=O)CNC(C)=O)c1ccc(C)cc1 (stereo not given) the results were HKDC1 inh -2.2, PfGluPho inh -11.3, hIAP act 1.16, ATG4B inhibitor -5.5, mIAP activ 0.935, mIAP block 6.5, A3A deaminase -5.9 and hIAP block -15.5.
Screening CC(Sc1nc(-c2ccccc2)cc(C(F)(F)F)n1)C(=O)N1CCCCC1 (stereo not given) returned HKDC1 inh 5.8, PfGluPho inh -11.8, hIAP act 0.952, ATG4B inhibitor -0.1, mIAP activ 0.894, mIAP block 10.6, A3A deaminase 0.8 and hIAP block 4.8.

More compounds
`COc1ccccc1N1CCN(C(=O)c2sc3nc(-c4ccc(F)cc4)cn3c2C)CC1` gave HKDC1 inh -0.4, PfGluPho inh 16.8, hIAP act 1.16, ATG4B inhibitor -14.1, mIAP activ 0.922, mIAP block 7.8, A3A deaminase -1.0 and hIAP block -15.6.
For Cc1cccc(C2NC(c3cccc(C)c3)C(C)C(=O)C2C)c1 (stereo not given) the results were HKDC1 inh 3.2, PfGluPho inh -1.2, hIAP act 1.02, ATG4B inhibitor 5.2, mIAP activ 1, mIAP block -0.4, A3A deaminase -3.3 and hIAP block -1.8.
For CCOc1ccc(/C(CCC(=O)O)=N/NC(=S)NC(C)C)cc1 the results were HKDC1 inh -4.8, PfGluPho inh 11.4, hIAP act 1.07, ATG4B inhibitor 7.2, mIAP activ 1, mIAP block -0.3, A3A deaminase 34.3 and hIAP block -6.6.
CC(=O)c1ccccc1NC(=O)COC(=O)C1CCCN1S(=O)(=O)c1ccccc1F (stereo not given) was read as HKDC1 inh -6.8, PfGluPho inh -0.3, hIAP act 1.24, ATG4B inhibitor 0.6, mIAP activ 1.08, mIAP block -7.7, A3A deaminase -2.2 and hIAP block -24.4.
`Cc1ccc(CNC(=O)c2ccc(NC3=NC4CS(=O)(=O)CC4S3)cc2)cc1` (stereo not given) gave HKDC1 inh -2.1, PfGluPho inh -11.2, hIAP act 0.947, ATG4B inhibitor -6.4, mIAP activ 0.944, mIAP block 5.6, A3A deaminase -4.5 and hIAP block 5.3.
`CCOC(=O)c1c(-c2ccccc2)csc1NC(=O)C(C)NCCCN1CCOCC1` (stereo not given) gave HKDC1 inh -9.1, PfGluPho inh -12.5, hIAP act 1.1, ATG4B inhibitor -8.3, mIAP activ 0.944, mIAP block 5.6, A3A deaminase 4.5 and hIAP block -10.2.
Screening N/C(=C/C(=O)c1ccccc1O)C(F)(F)F returned HKDC1 inh -8.2, PfGluPho inh -4.9, hIAP act 1.03, ATG4B inhibitor 4.8, mIAP activ 1.04, mIAP block -4.2, A3A deaminase -2.4 and hIAP block -2.7.
CC(C)COC(=O)C1C2C=CC3(CN(C(C)c4ccc(Br)cc4)C(=O)C13)O2 (stereo not given) was read as HKDC1 inh -4.4, PfGluPho inh 12.4, hIAP act 0.726, ATG4B inhibitor 3.6, mIAP activ 0.954, mIAP block 4.6, A3A deaminase -2.0 and hIAP block 27.4.
`COC(=O)[C@]1(C)N[C@H](CN(C)S(=O)(=O)c2ccc(C(F)(F)F)cc2)[C@@H]2C(=O)N(C)C(=O)[C@@H]21` gave HKDC1 inh 6.5, PfGluPho inh -3.0, hIAP act 1.04, mIAP activ 1.04, mIAP block -3.6, A3A deaminase 3.2 and hIAP block -4.1.
Screening COc1ccc(NC(=O)C2CCCN(C(=O)Nc3ccc(F)cc3)C2)cc1OC (stereo not given) returned HKDC1 inh -2.8, PfGluPho inh -10.3, hIAP act 1.04, ATG4B inhibitor -1.0, mIAP activ 0.995, mIAP block 0.5, A3A deaminase -2.8 and hIAP block -3.8.
For C/C(CC(=O)Nc1ccc(C)c(Cl)c1)=N\NC(=O)c1ccccn1 the results were HKDC1 inh -6.5, PfGluPho inh 2.8, hIAP act 1.27, ATG4B inhibitor -8.4, mIAP activ 0.877, mIAP block 12.3, A3A deaminase -4.4 and hIAP block -27.4.
